Screens as filed in PubChem BioAssay.
NPSR antagonist: qHTS Assay for Antagonists of the Neuropeptide S Receptor: cAMP Signal Transduction. Q6W5P4. CHO-NPSR cells, cAMP TR-FRET, antagonist mode. Potency, µM (top dose mostly 38.3 µM), for inactives: top-dose activity change, negative = inhibition, hits mostly inhibitors. hit rate 1% among 220,000; note: % is set by controls: 0 for no effect and ±100 for the full control effect; nearly all actives have a fitted effect of over 50% in size; many of its hits are not listed in these tables
Epigenetic reg: Quantitative High-Throughput Screen for Regulators of Epigenetic Control; murine LDR cells, GFP reporter derepression, 30 h; Potency, µM (top dose mostly 53.9 µM), without a hit: top-dose GFP activation, usual class: activators; hit rate 0.2% among 280,000; AID 1865, 2009; note: % of control where 0% means no effect; nearly all actives have a fitted effect of over 60% in size
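Derepression of a silenced CMV-GFP reporter in murine LDR cells is scored by enumerating GFP-positive cells with a laser-scanning microplate cytometer after 30 hours of treatment at 37 C.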
GoLoco inh red: qHTS Assay for Inhibitors of RGS12 GoLoco Motif Activity (Red Fluorophore) | Guanine nucleotide-binding protein G(i) subunit alpha-1 (Homo sapiens), P63096 | Gai1:RGS12 GoLoco peptide FP, rhodamine, 10 min | Potency, µM (doses to about 61.6 µM), for inactives: top-dose activity, negative = inhibition, actives largely listed as inhibitors | hit rate 0.44% among 230,000; active = well fitted inhibition curve with a large enough effect, not every such curve was filed as active; inactive = no such curve, though single readings can be large or run the other way; note: % is set by controls: 0 for no effect and ±100 for the full control effect; nearly all actives have a fitted effect of over 30% in size; many of its hits are not listed in these tables
Target sequence (P63096 whole entry, looked up): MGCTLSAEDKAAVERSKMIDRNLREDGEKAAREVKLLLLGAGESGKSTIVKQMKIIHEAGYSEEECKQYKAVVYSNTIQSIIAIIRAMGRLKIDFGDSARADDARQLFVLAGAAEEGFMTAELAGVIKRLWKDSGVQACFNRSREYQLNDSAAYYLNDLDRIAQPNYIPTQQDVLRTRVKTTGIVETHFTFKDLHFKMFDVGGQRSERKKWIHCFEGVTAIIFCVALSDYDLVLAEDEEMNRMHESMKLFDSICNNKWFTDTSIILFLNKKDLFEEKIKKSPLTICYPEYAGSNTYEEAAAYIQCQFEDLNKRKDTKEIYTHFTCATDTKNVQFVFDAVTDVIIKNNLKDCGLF
KinaseGlo FLuc: Counterscreen for Luciferase (Kinase-Glo TM) Inhibition; Luciferin 4-monooxygenase (Photuris pensylvanica), Q27757; Kinase-Glo luciferase, ATP luminescence, 8 min; Potency, µM (titrated, usually from 38.3 µM), inactives show at the highest dose activity change, negative = inhibition, usual class: inhibitors; hit rate 0.28% among 200,000; note: % is set by controls: 0 for no effect and ±100 for the full control effect; nearly all actives have a fitted effect of over 60% in size
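Substrate mix (final 50 mM imidazole pH 7.2, 50 mM KCl, 7 mM MgCl2, 10 uM ATP, 0.01% Tween 20, 0.05% BSA) plus pin-tool compound, then Kinase-Glo detection mix; 8 min ambient, luminescence read.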
KDM4E inh: qHTS Assay for Inhibitors of Human Jumonji Domain Containing 2E (JMJD2E); hit rate 1.6% among 230,000; AID 2147, 2009; Potency, µM (series often up to 57.1 µM), for the others: at the top dose activity change, negative = inhibition, actives largely listed as inhibitors; JMJD2E catalytic domain, FDH-coupled NADH fluorescence (FDH is formaldehyde dehydrogenase); active = well fitted inhibition curve with a large enough effect, not every such curve was filed as active; inconclusive = small, poorly fitted or top-dose-only effect, or another doubt; inactive = no such curve, though single readings can be large or run the other way;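 note: 0% = wells with enzyme and -100% = buffer wells without enzyme; nearly all actives have a fitted effect of over 50% in size; many of its hits are not listed in these tables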
SMN2 splice up: qHTS Assay for Enhancers of SMN2 Splice Variant Expression. Potency, µM (highest dose often 46.1 µM), without a hit: top-dose activity change, positive = activation, hits mostly activators. hit rate 2.8% among 210,000. HEK293 SMN2-luciferase splicing reporter, luminescence, 30-36 h; note: % of control where 0% means no effect; nearly all actives have a fitted effect of over 55% in size
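HEK293 cells carry an SMN2 minigene-luciferase reporter in which exon 7 inclusion puts luciferase in frame. Cells were seeded at 2000 cells/well, attached for 10-12 hours, then exposed to compounds for 30-36 hours at 37C before ONE-Glo luminescence.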
RECQ1 helicase: qHTS Assay for Inhibitors of RecQ-Like Dna Helicase 1 (RECQ1). RECQ1 DNA unwinding, red fluorescence kinetic read. ATP-dependent DNA helicase Q1 (Homo sapiens), P46063. Potency, µM (series often up to 57.3 µM), for the others: at the highest dose activity, negative = inhibition, actives largely listed as inhibitors. hit rate 0.54% among 240,000;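 note: plate controls were vehicle for no effect and no enzyme for full effect; nearly all actives have a fitted effect of over 30% in size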
Target sequence (P46063 whole entry, looked up): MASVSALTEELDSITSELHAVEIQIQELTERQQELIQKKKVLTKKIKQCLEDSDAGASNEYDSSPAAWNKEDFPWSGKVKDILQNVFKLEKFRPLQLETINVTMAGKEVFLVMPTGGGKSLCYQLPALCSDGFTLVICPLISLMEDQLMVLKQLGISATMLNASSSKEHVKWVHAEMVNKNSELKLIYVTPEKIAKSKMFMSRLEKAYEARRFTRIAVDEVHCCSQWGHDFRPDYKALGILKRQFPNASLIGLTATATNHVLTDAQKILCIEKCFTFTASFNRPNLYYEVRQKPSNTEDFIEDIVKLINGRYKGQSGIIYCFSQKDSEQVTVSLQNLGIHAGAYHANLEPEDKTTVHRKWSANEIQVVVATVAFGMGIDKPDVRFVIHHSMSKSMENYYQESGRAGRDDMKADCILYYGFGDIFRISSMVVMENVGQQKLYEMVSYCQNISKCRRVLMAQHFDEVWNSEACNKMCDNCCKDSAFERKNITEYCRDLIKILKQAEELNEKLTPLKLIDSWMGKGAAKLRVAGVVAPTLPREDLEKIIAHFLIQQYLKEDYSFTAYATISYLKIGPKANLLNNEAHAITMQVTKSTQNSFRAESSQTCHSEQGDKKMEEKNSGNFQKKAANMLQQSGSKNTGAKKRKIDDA
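RECQ1T1 50 nM; forked duplex (20 bp + 30-nt ss tails) 200 nM, ATP 2 mM final; pH 8.0, 2 mM MgCl2, 2.5 ug/ml poly(dI-dC); 15 min compound preincubation; discontinuous kinetic read over 2 h at RT.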
IMPase Li inh: qHTS Assay for Identifying the Cell-Membrane Permeable IMPase Inhibitors: Potentiation with Lithium | CHO-M1 cells, IP1 TR-FRET (IP-One), carbachol + lithium | hit rate 0.35% among 210,000 | Potency, µM (doses to about 59.4 µM), for the others: at the highest dose activity, negative = IMPase inhibition, most hits filed as inhibitors;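 note: IP1 builds up when IMPase is blocked and the TR-FRET signal falls; plate controls were basal vehicle for no effect and high inhibitor control for full effect; nearly all actives have a fitted effect of over 50% in size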
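IP1 accumulation measured by competitive TR-FRET in lysed CHO-M1 cells after 30 min compound exposure at 37C, with a small lithium addition to potentiate weak responses. Hill-equation AC50 from ratio and donor-channel data.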
Starred values were filed as active, the others as inactive; i = inactive; ? = inconclusive; nt = no result given; [ ] = another dose, or the depositor's remark. Unless noted, calls come from the whole dose curve; as a rule, active = well fitted curve in the direction sought with a large enough effect; inconclusive = small, poorly fitted or top-dose-only effect, or another doubt; inactive = no such curve, though single readings can be large; an effect the other way counts as inactive or inconclusive. Potency is the fitted concentration of half-maximal effect.

entry	SMILES	NPSR antagonist	Epigenetic reg	GoLoco inh red	KinaseGlo FLuc
1	Cc1cc(NC(=O)CSc2c(C)[nH]c3ccccc23)no1	1.4%[46.1 µM]	0.0%	4.3%	0.2%
2	Nc1n[nH]c(N)c1N=Nc1ccc(F)cc1	-16.5%	0.0%	4.4%	-0.8%
3	O=C1N/C(=N\N=C\c2cccs2)SC1Cc1ccc(Cl)cc1Cl (stereo unspecified)	-8.5%[46.1 µM]	1.0%	2.6%	1.0%
4	Cc1nc2cncc(Br)c2n1C	12.8%[46.1 µM]	0.7%	0.1%	-0.7%
5	O=S(=O)(Nc1ncccn1)c1ccc(Nc2ncnc3ccccc23)cc1	-0.3%[46.1 µM]	0.0%	3.7%	2.6%
6	CC(C)Oc1ccc(C(=O)NCc2ccco2)cc1	-3.1%[46.1 µM]	-1.0%	1.1%	4.3%
7	CCOC(=O)N1CCN(c2c(NCCOC)c(=O)c2=O)CC1	11.6%[46.1 µM]	7.9%	10.7%	1.6%
8	COc1ccc(OC)c(S(=O)(=O)Nc2ccc(F)cc2)c1	-12.6%[46.1 µM]	0.0%	6.7%	-5.4%
9	CC(C)(CO)C(O)C(=O)NCCC#N (stereo unspecified)	-26.0%	-7.5%	8.4%	1.2%
10	Cc1c(Cl)cccc1N1C(=O)c2ccccc2C1=O	-8.0%[46.1 µM]	0.9%	15.3%	-0.6%
11	O=C(NC1CCCCCCC1)C1CCN(S(=O)(=O)N2CCCC2)CC1	-0.5%[46.1 µM]	0.0%	2.3%	6.8%
12	CC(C)NS(=O)(=O)c1ccc(OCC(=O)Nc2ccc3c(c2)OCO3)cc1	-0.1%	-1.9%	0.4%	-0.5%
13	COc1ccc2c(c1)c1ncn(Cc3ccccn3)c(=O)c1n2C	-19.3%	0.1%	-4.4%	nt
14	CCOC(=O)Cn1cncc1-c1ccc([N+](=O)[O-])cc1	-0.6%	-0.9%	-6.8%	-3.5%
15	CC(C)N(Cc1ccccc1)C(=S)Nc1cccnc1	8.5%	1.1%	7.5%	0.2%

entry	KDM4E inh	SMN2 splice up	RECQ1 helicase	IMPase Li inh
1	1.2%	-31.7%[inhibitor]	1.5%	20.4%[38.3 µM]
2	2.2%	13.6%	-4.4%	-0.6%
3	-3.2%	5.4%	-4.9%	11.4%
4	4.3%	-0.4%	8.7%	4.9%[38.3 µM]
5	5.5%	27.6%	-3.0%	0.5%
6	3.5%	?	-2.5%	14.4%[38.3 µM]
7	-19.5%	-1.1%	-11.0%	-10.0%[38.3 µM]
8	2.5%	nt	-0.6%	12.9%[38.3 µM]
9	11.6%	4.6%	-8.6%	nt
10	0.3%	-15.3%	-14.8%	17.6%[38.3 µM]
11	-0.4%	29.2%	-3.8%	19.7%[38.3 µM]
12	-4.8%	-4.6%	12.1%	-1.3%
13	?	nt	-2.2%	nt
14	-3.0%	?	i	3.3%
15	4.4%	4.8%	i	5.9%

Carrying on:
entry	SMILES	NPSR antagonist	Epigenetic reg	GoLoco inh red	KinaseGlo FLuc
16	COC(=O)/C=C/c1c(C)[nH]c(=O)[nH]c1=O	11.2%	-1.9%	-1.9%	nt
17	Cc1cccc(-n2cc(-c3ccc([N+](=O)[O-])cc3)[nH]c2=S)c1	13.9%	1.0%	20.9%	1.7%
18	CC(NS(=O)(=O)/C=C/c1ccccc1)C(=O)NCCc1ccc(S(N)(=O)=O)cc1 (stereo unspecified)	14.2%	-2.6%	18.4%	0.0%
19	COc1ccc(CNC(=O)COC(=O)CCC2CCCCC2)cc1	9.2%[46.1 µM]	-0.9%	nt	nt
20	Cc1ccc(NC(=S)N2CCN(C)CC2)c(C)c1	4.6%	-0.9%	4.9%	0.0%
21	CCOC(=O)C1=NNC2C(=O)N(C3CCCCC3)C(=O)C12 (stereo unspecified)	3.0%[46.1 µM]	-1.8%	-2.1%	-3.1%
22	Cc1ccc(N2C(=O)Nc3ccc(Br)cc3C2(O)C(=O)NCCCN(C)C)cc1C (stereo unspecified)	-4.4%[46.1 µM]	-1.1%	-0.7%	1.4%
23	O=S(=O)(Nc1ccc(-c2cn3ccccc3n2)cc1)c1ccccc1	?	1.2%	6.2%	nt
24	CC(C)(C)SCCNC(=O)/C=C/c1ccc(F)cc1	-4.7%	-1.3%	8.9%	-1.7%
25	CC1CN(C(=O)c2cn3ccccc3n2)CC(C)O1 (stereo unspecified)	-3.7%[46.1 µM]	-0.4%	-2.8%	-12.6%
26	S=c1[nH]c2ccc(Cl)cc2s1	?	1.1%	-17.9%	nt
27	COC(=O)[C@H]1C[C@@H]1[C@H](NC(C)=O)c1ccccc1	nt	0.9%	1.26µM*	-1.8%
28	CN(C)S(=O)(=O)c1cccc(C(=O)NCc2cccs2)c1	1.9%[46.1 µM]	-1.0%	7.8%	19.0%
29	Cc1ccccc1NS(=O)(=O)c1cc(C(=O)Nc2cccc(N(C)S(C)(=O)=O)c2)ccc1C	-18.9%[46.1 µM]	-2.3%	9.2%	3.6%
30	Cc1ccc(NC(=O)CSc2nc3ccccc3c(=O)n2CCCN2CCCCC2)cc1C	?	0.0%	9.9%	-5.7%

entry	KDM4E inh	SMN2 splice up	RECQ1 helicase	IMPase Li inh
16	3.7%	nt	-7.0%	nt
17	-4.2%	20.0%	-4.0%	-11.9%
18	2.8%	9.8%	-3.1%	6.9%
19	-4.9%	nt	-13.6%	nt
20	3.3%	16.9%	i	2.9%
21	5.9%	-16.2%	0.1%	-11.6%[38.3 µM]
22	11.5%	-5.9%	-15.4%	-4.6%
23	?	nt	-5.4%	nt
24	5.2%	?	-16.7%	3.6%
25	-12.4%	-6.5%	-3.0%	?
26	7.94µM*	nt	7.3%	nt
27	5.3%	8.6%	-10.0%	-9.6%
28	-3.8%	1.8%	7.9%	22.3%[38.3 µM]
29	-13.7%	-6.5%	-14.0%	15.7%[38.3 µM]
30	6.9%	-11.4%	7.4%	11.2%[38.3 µM]

The list goes on:
entry	SMILES	NPSR antagonist	Epigenetic reg	GoLoco inh red	KinaseGlo FLuc
31	CCCCC(=O)Nc1sc2c(c1C#N)CC(C)(C)OC2	-46.3%	1.0%	1.9%	4.1%
32	C=CCn1c(=N)n(CC(O)COc2ccccc2OC)c2ccccc21 (stereo unspecified)	-2.6%[46.1 µM]	0.7%	4.8%	13.0%
33	CC(Sc1nc(-c2ccccc2)cc(C(F)(F)F)n1)C(=O)NCc1ccco1 (stereo unspecified)	-18.1%[46.1 µM]	0.0%	4.4%	-2.5%
34	NC(=O)COC(=O)c1cc(-c2cccs2)nn1-c1ccccc1	-3.0%	-1.7%	1.9%	2.1%
35	O=c1c(O)c(-c2ccc(O)cc2)oc2cc(O)ccc12	nt	3.1%	-11.8%	0.0%
36	CCn1nc(C(=O)OC2CCOC2=O)c2ccccc2c1=O (stereo unspecified)	-2.0%[46.1 µM]	-1.0%	6.9%	-2.1%
37	O=C(CN1CCOCC1)NCC12CC3CC(CC(C3)C1)C2	-2.0%[46.1 µM]	0.0%	nt	nt
38	COC(=O)CN1C(=O)N/C(=C/c2ccc(OC)cc2)C1=O	-8.3%	2.4%	3.8%	nt
39	CCCCNC(=O)CSc1nc2ccccc2c(=O)n1Cc1ccc2c(c1)OCO2	-10.5%[46.1 µM]	0.0%	2.6%	2.2%
40	O=C(/C=C/c1ccc(O)c(O)c1)O[C@H]1C[C@@](O)(C(=O)O)CC(O)C1O (stereo partly specified)	nt	1.3%	-4.1%	-4.2%
41	CC(C)(C)n1[nH]c2c3c(ccc2c1=O)C(=O)c1ccccc1C3=O	-1.9%[46.1 µM]	-1.0%	2.4%	15.6%
42	O=C(Cn1cnc2c(cnn2-c2ccc(F)cc2)c1=O)N1CCN(c2ccccc2F)CC1	-4.1%[46.1 µM]	2.6%	-8.9%	9.7%
43	O=C(c1ccc2c(c1)OCO2)N1CCN=C1SCc1cccnc1	-11.0%[46.1 µM]	-4.2%	9.0%	-0.8%
44	CC(C(=O)OCC(=O)Nc1cccc(S(=O)(=O)N2CCOCC2)c1)N1C(=O)c2ccccc2C1=O (stereo unspecified)	-6.9%	-2.1%	11.4%	-0.1%

entry	KDM4E inh	SMN2 splice up	RECQ1 helicase	IMPase Li inh
31	-1.3%	?	-3.0%	8.5%
32	3.1%	-0.5%	-6.7%	6.8%[38.3 µM]
33	-2.0%	0.5%	-1.2%	33.9%[38.3 µM]
34	1.7%	-1.2%	i	1.0%
35	?	nt	i	-18.7%
36	-1.2%	15.0%	i	28.8%[38.3 µM]
37	1.8%	nt	i	nt
38	-28.7%	nt	-7.2%	2.8%
39	-2.4%	-7.2%	-1.9%	0.1%[38.3 µM]
40	15.8µM*	9.1%	9.6%	16.1%
41	-3.6%	?	i	45.8%[activator][38.3 µM]
42	3.8%	-59.8%[inhibitor]	-3.5%	-10.1%[38.3 µM]
43	-7.2%	-2.9%	i	1.8%[38.3 µM]
44	1.3%	-13.2%	i	-10.4%

An excerpt, so the mix of outcomes need not match the whole.
